RmlCD inh 1536: M. tuberculosis RmlC/RmlD coupled enzyme inhibitors, primary screen, biochemical, compound mixtures, 384-well, from 1536-well plates | dTDP-4-dehydrorhamnose reductase (Mycobacterium tuberculosis (strain ATCC 25618 / H37Rv)) … | RmlC+RmlD coupled enzyme assay, percent inhibition; primary screen in compound mixtures | inhibition, % at 3.6 µM | 0.03% of 160,000 active; in the data active = inhibition mostly above about 34%, no sharp cut-off; note: some results filed as inactive read as strong as hits
Target sequence (P9WH09 whole entry, looked up): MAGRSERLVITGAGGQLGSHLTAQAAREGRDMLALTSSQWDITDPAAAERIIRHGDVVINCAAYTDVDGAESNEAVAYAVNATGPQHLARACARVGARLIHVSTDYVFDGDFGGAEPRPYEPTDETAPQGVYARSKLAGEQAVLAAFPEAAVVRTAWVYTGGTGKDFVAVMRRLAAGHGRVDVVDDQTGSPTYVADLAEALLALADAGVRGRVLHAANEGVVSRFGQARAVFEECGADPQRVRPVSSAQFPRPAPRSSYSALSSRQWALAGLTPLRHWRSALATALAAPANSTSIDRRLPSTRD
Target sequence (P9WH11 whole entry, looked up): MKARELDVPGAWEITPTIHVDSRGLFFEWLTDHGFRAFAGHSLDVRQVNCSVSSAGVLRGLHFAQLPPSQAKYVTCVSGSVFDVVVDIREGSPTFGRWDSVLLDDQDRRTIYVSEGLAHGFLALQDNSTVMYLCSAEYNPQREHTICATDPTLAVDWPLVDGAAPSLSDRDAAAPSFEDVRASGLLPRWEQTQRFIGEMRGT
GlmU inhibition: inhibition of mycobacterial GlmU enzyme – biochemical, glucosamine-1-phosphate acetyltransferase (AID 1376) | Bifunctional protein GlmU (Mycobacterium tuberculosis (strain ATCC 25618 / H37Rv)) | M. tuberculosis GlmU acetyltransferase enzyme assay; higher % means a stronger effect | inhibition, %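 (tested at 30 µM in the primary screen)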; hits with a dose series show IC50 in µM | 0.25% of 220,000 active; in the data active = inhibition above about 13%;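 note: 0% = complete reaction with vehicle and 100% = reaction without substrate; strong numbers were not always called active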
The depositor's hits bear a star; . = no result given. Only part of the results is shown; count on the stated rates, not on these rows.

Values run as follows: RmlCD inh 1536 | GlmU inhibition
> CC(=O)Nc1ccc(S(=O)(=O)Nc2ccc3c(c2)OCCO3)cc1
  22 | -4.8%
> O=C(COC(=O)c1ccncc1)Nc1cc(Cl)ccc1Cl
  10 | 1.8%
> Cc1c(O)c(CN2CCCCC2)cc2c1oc(=O)c1ccccc12
  19 | 2.8%
> S=C(Nc1ccc(Cl)cc1Cl)NC1CCCCC1
  -8 | -1.8%
> CC12CN3CCN(CC(C3)/C1=N/NC(N)=O)C2
  . | -0.2%
> COC(=O)c1ccccc1NC(=O)CN1CCC(NC(=O)c2ccccc2C)CC1
  29 | -6.1%
> N#Cc1ccc(COC(=O)c2ccc3c(=O)[nH]c(CN4CCOCC4)nc3c2)cc1
  -8 | 4.6%
> CC(=O)NCC(=O)OCC(=O)c1ccc2ccccc2c1
  . | -5.0%
> N#Cc1c(-c2ccco2)cc(C2CC2)nc1SCC(=O)c1ccccc1
  . | -9.4%
> Cc1cc(=O)[nH]c(SCc2nc3ncccn3c2Br)n1
  . | 4.2%
> COc1ccc(-n2c(=S)[nH]c3sc4c(c3c2=O)CCc2ccccc2-4)cc1
  29 | 4.3%
> COc1cccc(C(=O)Nc2nnc(-c3cccs3)s2)c1
  . | -0.2%
> COc1ccccc1N1CCN(C(=O)CSc2nc(N)cc(=O)[nH]2)CC1
  -3 | -2.0%
> CCC(=O)c1ccc(OCC(O)CN2CCN(c3cccc(C(F)(F)F)c3)CC2)cc1 (stereo unspecified)
  31 | -2.0%
> CNc1c(N=Cc2cccnc2)c(=O)n(C)c(=O)n1C
  -6 | 3.6%
> C/C(=N\Nc1ccc(S(=O)(=O)N2CCOCC2)cc1[N+](=O)[O-])C(C)C
  -9 | -0.2%
> CN(C)CCNC(=O)c1ccccc1-c1ccccc1
  8 | -0.5%
> Cc1ccc(-n2cnc3c(sc4nc(N5CCOCC5)c5c(c43)CCCC5)c2=O)cc1
  7 | 7.3%
> COc1cccc(CN(C)CC(=O)NNC(=O)c2ccc(Cl)cc2)c1
  4 | 2.2%
> COc1c2c(nc3occc13)C(CC=C(C)C)(OC)C(OC(C)=O)CC2 (stereo unspecified)
  . | 2.4%

Compound profiles, from the list above.
Cc1cc(=O)[nH]c(SCc2nc3ncccn3c2Br)n1 is entered as RmlCD inh 1536: .; GlmU inhibition: 4.2%
CN(C)CCNC(=O)c1ccccc1-c1ccccc1 is entered as RmlCD inh 1536: 8; GlmU inhibition: -0.5%
COc1ccccc1N1CCN(C(=O)CSc2nc(N)cc(=O)[nH]2)CC1 is entered as RmlCD inh 1536: -3; GlmU inhibition: -2.0%

Some values from the results shown.
RmlCD inh 1536, CN(C)CCNC(=O)c1ccccc1-c1ccccc1 : 8
RmlCD inh 1536, CCC(=O)c1ccc(OCC(O)CN2CCN(c3cccc(C(F)(F)F)c3)CC2)cc1 (stereo unspecified) : 31
RmlCD inh 1536, COc1cccc(CN(C)CC(=O)NNC(=O)c2ccc(Cl)cc2)c1 : 4
GlmU inhibition, Cc1c(O)c(CN2CCCCC2)cc2c1oc(=O)c1ccccc12 : 2.8%
GlmU inhibition, CNc1c(N=Cc2cccnc2)c(=O)n(C)c(=O)n1C : 3.6%
GlmU inhibition, N#Cc1c(-c2ccco2)cc(C2CC2)nc1SCC(=O)c1ccccc1 : -9.4%
GlmU inhibition, C/C(=N\Nc1ccc(S(=O)(=O)N2CCOCC2)cc1[N+](=O)[O-])C(C)C : -0.2%

(list continues)
Values run as follows: RmlCD inh 1536 | GlmU inhibition
> CCNS(=O)(=O)c1ccc(CCC(N)=O)cc1
  -1 | -4.0%
> COc1cc(/C=C/C(=O)OCC(=O)Nc2ccc3c(c2)OCCO3)ccc1O
  -1 | -4.4%
> CN(C)S(=O)(=O)NCCNc1ccc(C(F)(F)F)cc1[N+](=O)[O-]
  -41 | 2.5%
> CC1CCCCN1CCCNC(=O)C1CCN(c2nc3ccccc3o2)CC1 (stereo unspecified)
  8 | -5.2%
> O=C(Nc1ccc(F)c(Cl)c1)N1CCCC1
  . | -3.7%
> CC1(C(=O)OCC(=O)Nc2ccc(C(N)=O)cc2)CC1(Cl)Cl (stereo unspecified)
  8 | -0.6%
> COc1cccc(C(c2sc3ncnn3c2O)N2CC(C)OC(C)C2)c1 (stereo unspecified)
  . | 1.4%
> COc1ccc(N2C(=O)CC(N3CCN(c4ccccc4F)CC3)C2=O)cc1 (stereo unspecified)
  0 | 4.4%
> COc1ccc(CCN2CN(S(=O)(=O)c3ccc(OC)cc3)c3nc4ccccc4nc32)cc1
  -11 | 2.5%
> COC(=O)C1=C(C)N(Cc2ccc(C)cc2)C(=O)C1
  3 | 1.9%
> CC1CCC(NCC(O)c2ccccc2)CC1 (stereo unspecified)
  0 | -1.9%
> CCOC(=O)C1CCN(c2nc(C)cc(C)c2C#N)CC1
  . | -1.4%
> CC(C)(C)C(=O)Nc1nnc(SCC(=O)NCc2ccco2)s1
  10 | 2.1%
> CC(=O)Cc1ccccc1OCC(=O)O
  . | 4.0%
> COc1ccc(CNC(=O)N2CCN(c3ccc(F)cc3)CC2)cc1Cl
  6 | 6.2%
> CC(C)(C)c1cc(C(F)(F)F)c(C#N)c(=O)[nH]1
  10 | 0.6%
> COc1cc(C(=O)Nc2nccs2)cc(OC)c1OC
  . | -1.3%
> CCOP(=O)(OCC)C(C)(C)NC(=O)Nc1ccc(Cl)c(Cl)c1
  . | 5.9%
> COC(=O)c1c(C)cc(C)c2c1CC(C)(C)C2=O
  -8 | 0.4%
> COc1nc(C)nc(C)c1Oc1ccc(Cl)cc1Cl
  8 | -7.1%
> Cc1csc(NC(=O)CSc2ccc3nnc(-c4ccncc4)n3n2)n1
  -12 | 3.0%
> CCOC(=O)CC(NS(=O)(=O)Cc1ccccc1)c1ccc(C)cc1 (stereo unspecified)
  7 | 1.0%
> CN1CCC(NC(=O)c2ccncc2)CC1
  -6 | -5.7%
> COc1ccc(CCN(Cc2ccc(C(C)C)cc2)S(=O)(=O)c2ccc(S(=O)(=O)N(C)C)cc2)cc1OC
  2 | 1.5%
> O=C(O)CC12CSc3[nH]c(=O)sc3C1c1ccccc1OC2=O (stereo unspecified)
  9 | 3.1%
> O=C(Nc1ccccc1)C(=O)Nc1cccnc1
  3 | 2.7%
> Cc1ccc2[nH]c3c(c2c1)CN(C(=O)CN1CCN(c2ccccc2)CC1)CC3
  . | -5.9%
> C(=C\c1ccccc1)/CN1CCN(Cc2nc(Cc3ccccc3)no2)CC1
  . | -5.3%
> O=C(Nc1ccc(F)cc1)c1cc(S(=O)(=O)Nc2ccc(F)cc2)cs1
  -5 | 5.9%
> CC(CCc1ccccc1)NC(=O)c1ccc(Cl)nc1 (stereo unspecified)
  . | -1.9%
> CC1CCC2C(=O)N(c3ccc(NC4CCCCC4)c([N+](=O)[O-])c3)C(=O)C2C1 (stereo unspecified)
  -6 | 0.4%
> O=C(O)CCn1c(C(=O)O)cc2sccc21
  3 | -5.4%
> Cc1cc(C)n(-c2ccc(S(N)(=O)=O)cc2[N+](=O)[O-])n1
  -4 | -3.3%
> Cc1ccc(NC(=O)C2C3CC4OC(=O)C2C4C3)cc1Cl (stereo unspecified)
  9 | 4.5%
> COc1cccc(/C=N/n2cnc3ccccc32)c1OC
  . | -1.7%
> CCn1c(-c2ccccc2)c[nH]c1=S
  . | 1.9%
> O=C(c1cccs1)C1CCCN(Cc2nc(Cc3ccccc3F)no2)C1 (stereo unspecified)
  . | -2.1%
> CCN(CC)C(=O)CNc1ccc(C(F)(F)F)cc1[N+](=O)[O-]
  -10 | 2.5%
> CC1(C)CN(c2cccc(-c3ccnc4ncnn34)c2)C1=O
  -7 | 1.6%
> CCCCn1c(SCC(=O)N2CCOCC2)nnc1-c1cccs1
  1 | 1.7%

The list continues.
compound	RmlCD inh 1536	GlmU inhibition
COCCCn1c(=O)/c(=C\c2ccccc2OC(F)F)s/c1=C(/C#N)C(=O)N1CCOCC1	-11	1.3%
CC(C)CNC(=S)NC1CC2CCCC(C1)N2C1CCCCC1 (stereo unspecified)	0	-3.0%
Clc1ccccc1N1CCN(c2ncnc3nc[nH]c23)CC1	5	.
Cc1ccc(NC(=O)OCC(F)(F)C(F)F)cc1NC(=O)OCC(F)(F)C(F)F	.	0.9%
CCOc1ccccc1NC(=O)C(OC(=O)c1ccccc1NS(=O)(=O)c1cccs1)c1ccccc1 (stereo unspecified)	4	-0.4%
O=C(C1CCCN(S(=O)(=O)c2cccc3nsnc23)C1)N1CCC2(CC1)OCCO2 (stereo unspecified)	6	-3.6%
O=C(COc1nc2ccccc2nc1N1CCOCC1)Nc1cccc(S(=O)(=O)N2CCCCC2)c1	-9	-5.3%
Cc1noc(C)c1CC(=O)N1CCCC(C(=O)c2ccc(C(C)(C)C)cc2)C1 (stereo unspecified)	.	-6.6%
Nc1ccc(C(=O)OCc2nc3c(ccc4ccccc43)[nH]2)cc1	.	4.1%
COc1ccc2c(c1)C=C(CN1CCC(CO)(CCc3ccccc3)CC1)CO2	-5	-5.4%
CC(C)(C)NCC(O)Cn1cc(C=O)c2ccccc21 (stereo unspecified)	-10	1.1%
NC(=O)c1ccc2c(=O)n3c(-c4cc(Cl)c(N)c(Cl)c4)csc3nc2c1	18	4.7%
Cc1ccc(OCCNC(=O)c2cc(-n3cnnc3)ccc2Cl)cc1C	.	-2.4%
COc1ccc(C(O)c2coc3ccc(O)c(CN(C)C)c23)cc1 (stereo unspecified)	-2	1.8%
CCC(=O)Nc1ccc(C(=O)OCc2ccc(Cl)c(Cl)c2)cc1	3	7.7%
CCc1nc2ccccc2n(CC)c1=O	.	-1.4%
N#CC1=C(N)c2ccccc2CC12CCCCC2	-8	3.5%
CC(=O)Nc1sc(N/N=C\c2ccccc2)nc1-c1cccs1	.	0.1%
C=CCn1c(O)c(C(C)=Nc2ccc(N(CC)CC)cc2)c(=O)[nH]c1=O	.	6.4%
CCCn1c(O)c(/C=C2\C=NN=C2c2ccccc2)sc1=S	2	4.4%
COc1ccccc1CNCC(=O)N1CC(=O)Nc2ccccc21	-7	-1.3%
Cc1ccc(CC(=O)NCCC(=O)O)cc1	20	-3.8%
O=C(CNC(=O)c1ccccc1)NCC1COc2ccccc2O1 (stereo unspecified)	.	-2.9%
CCN(CC)CCN(Cc1cc2ccc(C)cc2[nH]c1=O)C(=O)Nc1ccc(Cl)cc1	-1	-11%
O=c1c2ccccc2[se]n1-c1ccccc1	.	12%
NC(=O)c1sc2nc3c(cc2c1N)CCC3	3	4.7%
COc1ccc(NC(=O)c2ccc(COc3ccccc3Br)o2)cc1OC	.	2.7%
C=CCn1c(SCc2nc3ccccc3c(=O)[nH]2)nnc1-c1cc2cc(Cl)ccc2o1	-1	-4.8%
Cc1csc2nc(=O)c3ccccc3n12	19	2.6%
Cc1cc(C)n(-c2cccc(CN(C)Cc3nc(-c4cnccn4)no3)c2)n1	11	-2.3%
O=C(C1CCN(S(=O)(=O)c2ccc(-n3cnnn3)cc2)CC1)N1CCN(c2ccccc2)CC1	21	-1.4%
COc1ccc(C(CC(=O)Nc2cc(OC)cc(OC)c2)n2cccc2)cc1 (stereo unspecified)	0	3.0%
Cc1cccc(N/C(N)=N/c2nc(C(F)(F)F)cc(=O)[nH]2)c1C	2	2.4%
CCOC(=O)CN(C(=O)CSc1nnc(COc2ccc(OC)cc2)n1C)c1ccccc1	7	0.3%
CC1CN=C(c2cccn2Cc2ccc(F)cc2Cl)O1 (stereo unspecified)	-14	.
CCN1CCCC1Cn1cnc2c([nH]c3cc(OC)ccc32)c1=O (stereo unspecified)	6	-0.5%
Cc1cccnc1NC(=O)c1ccc2nc(N)sc2c1	5	2.4%
Cn1nc(C(F)(F)F)c2cc(NC(=O)OCc3ccc(C(C)(C)C)cc3)sc21	6	.
CCOC(=O)C(C)Oc1ccsc1C(=O)OC (stereo unspecified)	0	1.0%
O=C(CNS(=O)(=O)c1ccc(C(=O)N2CCCCC2)cc1)N1CCCCC1	-9	-5.6%
Cc1cccn2c(=O)c3cc(C#N)c(=NC(=O)c4cccs4)n(CCCOC(C)C)c3nc12	20	-6.6%
CCCCCN1C2=NCCN2c2ccccc21	.	5.3%
CCN(CC)S(=O)(=O)c1ccc2nnn(OCC(=O)Nc3cccc(C#N)c3)c2c1	2	4.4%
CCOc1cc(NC(=S)Nc2ccccc2)c(OCC)cc1NC(=O)c1ccc(OC)cc1	.	-6.9%
Cc1cc(Cl)ccc1OCCCC(=O)NN	-10	8.7%
CC(=O)c1cccc(Nc2c([N+](=O)[O-])c(=O)oc3ccccc23)c1	79	-1.1%
Nc1nonc1C(=O)NCCNS(=O)(=O)c1ccc(Br)cc1	-3	8.7%
Cc1ccc(S(=O)(=O)Nc2cccc(-c3cn4ccsc4n3)c2)cc1	.	3.4%
CCOC(=O)C1CCN(C(=O)CSCCSCC(=O)N2CCC(C(=O)OCC)CC2)CC1	.	0.1%
Cc1cc(NC(=O)c2ccccc2)n(-c2nc3ccccc3[nH]2)n1	1	1.9%
CCC(=O)Nc1ccc(C(=O)NNC(=O)c2ccccc2)cc1	4	-5.5%
Cc1cc(Oc2ccc(=O)n(C)n2)nc(SCc2ccccc2)n1	3	0.0%
CCCOc1ccc(CSc2n[nH]c(C)n2)cc1	-5	-1.5%
COc1ccc(/C=C/c2nc(-c3ccccc3O)n(-c3ccccc3)n2)cc1	.	2.7%
CCc1ccc(-c2csc(-c3c[nH]c4ccccc34)n2)cc1	0	-0.7%

Screening data (PubChem)
